TRHR PAM: allosterically enhances the human TRH receptor. P34981. TRHR cells, fluo-8 calcium fluorescence, EC20 TRH enhancement. enhancement, % at 2 µM. actives 0.66% (n = 360,000); in the data active = enhancement above about 30%; note: 0% is about no effect
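TRHR-expressing cells loaded with fluo-8 calcium dye were read kinetically (ex 480/em 530) during compound addition, then stimulated with an EC20 of TRH (10 nM final). Enhancement of the Gq-mediated intracellular calcium response was scored.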
D2 antagonist: antagonists of human D2 dopamine receptor | P14416 | HEK293 TREx D2 cells, calcium flux, dopamine EC80 | inhibition, % at 10 µM | actives 2% (n = 340,000) | AID 485344; in the data active = inhibition above about 30%; note: 0% is about no effect
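HEK293 T-REx D2 cells, tet-induced, calcium dye no-wash. Cpd pintool add, 180 s kinetic, then EC80 DA, 180 s kinetic. Ca flux read.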
PI4K2A inh: PI4K2A (human) kinase inhibition; Q9BTU6; purified PI4K2A, ADP-Glo luminescence, 1 h; hits give low values; activity change, negative = inhibition, % at 76.9 µM; actives 0.13% (n = 420,000); in the data active = activity change below about -50%; inconclusive = mostly about -30% to -49%;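 note: -100% = wells without enzyme as full effect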
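PI4K2A activity was measured by ADP-Glo luminescence: enzyme (4 ug/mL stock) and phosphatidylinositol (1.2 mM stock) in Tris pH 7.5/MgCl2/EGTA/Triton X-100 buffer were reacted with ATP (300 microM stock) for one hour at ambient temperature.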
D2 ag: agonists of human D2 dopamine receptor; P14416; HEK293 T-REx D2 cells, calcium flux agonist mode; activation, % at 2 µM; actives 0.53% (n = 340,000); AID 485358;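 active = activation over 3 SD above normal in the single-dose calcium agonist read, cut at about 30% in these data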; note: 0% is about no effect
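In this primary screen, compounds producing a positive calcium signal within 180 s of addition to tetracycline-induced, force-coupled HEK293 Trex D2 cells are flagged; cells are dye-loaded with a no-wash calcium kit beforehand.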
USP1 inh: blocks the human USP1/UAF1 deubiquitinase complex; Potency, µM (highest dose often 57.1 µM), without a hit: at the top dose activity change, negative = inhibition, most hits filed as inhibitors; recombinant USP1/UAF1, Ub-Rhodamine cleavage fluorescence; actives 0.23% (n = 390,000); note: potency is the fitted concentration of half-maximal effect; % is set by controls: 0 for no effect and ±100 for the full control effect; nearly all actives have a fitted effect of over 60% in size; inactives centre near -12
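USP1/UAF1 complex at 1 nM was preincubated with compound for 15 min at room temperature, then Ub-Rho substrate (150nM final) was added. Fluorescence (480/540 nm) was read kinetically, 6 reads every 60 seconds.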
TrxR1 substrate: substrates of rat thioredoxin reductase 1; O89049; purified TrxR1 substrate turnover, NADPH consumption readout; Potency, µM (top dose mostly 114 µM), inactives show at the highest dose activity change, negative = substrate turnover; actives 0.01% (n = 390,000); AID 588456; note: potency is the fitted concentration of half-maximal effect; % is set by controls: 0 for no effect and ±100 for the full control effect; nearly all actives have a fitted effect of over 50% in size
Target sequence (O89049 whole entry, looked up): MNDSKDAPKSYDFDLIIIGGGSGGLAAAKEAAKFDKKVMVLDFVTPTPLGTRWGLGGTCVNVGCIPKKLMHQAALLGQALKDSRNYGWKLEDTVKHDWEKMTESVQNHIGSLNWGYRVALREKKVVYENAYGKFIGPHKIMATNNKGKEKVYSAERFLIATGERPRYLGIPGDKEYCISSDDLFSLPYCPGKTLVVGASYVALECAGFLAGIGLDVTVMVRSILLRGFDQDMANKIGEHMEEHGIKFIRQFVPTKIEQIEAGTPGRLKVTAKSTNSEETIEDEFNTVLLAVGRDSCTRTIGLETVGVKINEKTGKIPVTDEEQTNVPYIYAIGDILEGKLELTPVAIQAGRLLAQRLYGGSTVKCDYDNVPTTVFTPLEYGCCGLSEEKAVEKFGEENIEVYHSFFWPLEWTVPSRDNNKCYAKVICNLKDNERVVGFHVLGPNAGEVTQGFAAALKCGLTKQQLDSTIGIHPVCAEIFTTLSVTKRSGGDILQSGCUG
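Rat TrxR1, dispensed at 90 nM, was prereduced with 400 uM NADPH (final) for 5 min at ~22 deg C, then incubated with compound 15 min before 400 uM selenite. A first-read NADPH fluorescence drop versus no-compound background flagged substrates.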
TRHR agonist: TRH receptor (human) agonism; P34981; TRHR cells, calcium flux fluo-8, FDSS agonist mode; activation, % at 2 µM; actives 0.18% (n = 360,000); in the data active = activation above about 30%; note: 0% is about no effect
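TRHR-expressing cells loaded with fluo-8 calcium dye; 23 nL library compound pin-transferred, kinetic FDSS fluorescence (Ex 480/Em 530) recorded about 180 s for agonist-induced calcium release, before a 10 nM TRH EC20 addition for potentiator mode.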
TrxR1 inh: blocks rat thioredoxin reductase 1 | O89049 | Potency, µM (series often up to 114 µM), inactives show top-dose activity change, negative = inhibition, usual class: inhibitors | recombinant rTrxR1, NADPH fluorescence consumption, selenite substrate | actives 1% (n = 390,000) | AID 588453; note: potency is the fitted concentration of half-maximal effect; % is set by controls: 0 for no effect and ±100 for the full control effect; nearly all actives have a fitted effect of over 65% in size
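Rat TrxR1 (90 nM in the dispensed reagent) was pre-reduced with 400 uM NADPH for 5 min at room temperature, then incubated with compound for 15 min. After 400 uM selenite was added, NADPH fluorescence (Ex 340/Em 450 nm) was followed for 8 min.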
IDH1 R132H inh: human IDH1 R132H inhibition; AID 602179; Potency, µM (highest dose often 76.6 µM), without a hit: at the top dose activity change, negative = inhibition, most hits filed as inhibitors; IDH1-R132H enzyme, NADPH consumption, diaphorase/resazurin fluorescence; actives 0.093% (n = 390,000); note: potency is the fitted concentration of half-maximal effect; % is set by controls: 0 for no effect and ±100 for the full control effect; nearly all actives have a fitted effect of over 65% in size
Target sequence (O75874 whole entry R132H, stated change not applied): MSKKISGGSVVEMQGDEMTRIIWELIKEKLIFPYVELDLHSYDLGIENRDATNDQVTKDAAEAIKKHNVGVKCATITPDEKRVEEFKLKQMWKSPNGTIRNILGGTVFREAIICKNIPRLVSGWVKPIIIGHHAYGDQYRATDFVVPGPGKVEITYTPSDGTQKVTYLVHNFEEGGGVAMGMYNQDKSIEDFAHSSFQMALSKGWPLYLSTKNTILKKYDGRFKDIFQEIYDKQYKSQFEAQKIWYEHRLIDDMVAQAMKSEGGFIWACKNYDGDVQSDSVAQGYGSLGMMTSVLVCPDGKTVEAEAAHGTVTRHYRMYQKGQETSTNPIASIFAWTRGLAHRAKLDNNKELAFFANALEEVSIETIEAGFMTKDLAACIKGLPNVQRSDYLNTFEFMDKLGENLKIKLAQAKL
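IDH1-R132H (0.5 ug/mL) preincubated 30 min with compound, then NADPH (0.016 mM) and alpha-KG (2 mM) added; 80 min at RT, pH 7.5. Remaining NADPH coupled via diaphorase/resazurin to fluorescence (540/590 nm); concentration-response curves normalized to no-enzyme control.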
Numbers without * were called inactive; ? = inconclusive; / = not tested or not shown; & = joins results of further samples; [ ] = remark or other dose. Unless noted, calls come from the whole dose curve; as a rule, active = well fitted inhibition curve with a large enough effect; inconclusive = small, poorly fitted or top-dose-only effect; inactive = no such curve, though single readings can be large or run the other way.

canonical_smiles,TRHR PAM,D2 antagonist,PI4K2A inh,D2 ag,USP1 inh,TrxR1 substrate,TRHR agonist,TrxR1 inh,IDH1 R132H inh
Cc1nc2nc(SCC(=O)NCCCN3CCOCC3)nn2c(C)c1Cc1ccccc1,1,-4,-4,0.0,-11%,5%,0.6,29%,-6%
O=C(CC1C(=O)NCCN1C(=O)Nc1ccccc1)Nc1cccc(C(F)(F)F)c1 (stereo unspecified),6,-5,-4,0.0,-10%,-9%,0.7,10%,-1%
Cc1cc2c(c(=O)n1Cc1ccccn1)C(C(C)C)C(C#N)=C(N)O2 (stereo unspecified),-9,-4,1,0.1,-17%,12%[57.1 µM],-0.1,7%[57.1 µM],5%
Cn1c(SCC(=O)N2CCCC2)nnc1-c1ccc2c(c1)OCO2,-7,6,2,1.5,-20%,6%,-0.1,20%,-4%
OC(COc1ccccc1)CN1CCN(CC(O)COc2ccccc2)CC1 (stereo unspecified),0,30*,2,0.7,-21%,0%,0.0,19%,-1%
O=C(c1ccc2c3n(nc2c1)-c1ccc(Cl)cc1CO3)N1CCCCC1,-1,1,-11,-0.2,-19%,0%,-0.7,-1%,-7%
O=S(=O)(NCCSCc1ccc(Cl)c(Cl)c1)c1ccc2c(c1)OCCO2,/,/,-9,/,-12%,1%,/,10%,9%
COc1ccc(OC)c(NC(=O)N2CCN(Cc3nc4ccc(C)cc4o3)CC2)c1,-3,/,1,0.9,-16%,1%[57.1 µM],-0.8,5%[57.1 µM],0%
Cc1ccc(N2C(=O)CC(C)CC2=O)cc1,9,1,7,0.4,-20%,9%[57.1 µM],0.7,16%,-5%
CN(CC(=O)Nc1c(Cl)cccc1Cl)C(=O)Cc1cccs1,-6,10,-5,-0.9,-17%,-1%,1.3,?,13%
Cc1cc(C)cc(NC(=O)CS(=O)(=O)c2cccc3nsnc23)c1,5,-23,2,-2.1,-2%,2%,-1.1,2%,17%
COc1ccc(CNC(=O)CN(c2cccc([N+](=O)[O-])c2)S(C)(=O)=O)cc1,3,-6,-1,1.1,-11%,-4%,-0.5,8%,0%
Cc1cccc(CN(CC(=O)N/N=C/c2cccs2)S(=O)(=O)c2ccc(Cl)cc2)c1,-1,-7,-1,0.0,-13%,-12%,-0.1,-111%,1%
COc1ccc(C(=O)CC(=O)C(=O)Nc2ccccc2Cl)cc1,-6,-3,7,-1.0,-14%,0%,0.0,3%,-6%
Cc1ccc(NC(=O)CSc2nc(-c3ccccc3Cl)nc3cc(=O)[nH]n23)c(C)c1,-5,/,-1,0.1,1%,8%[57.1 µM],-0.1,25%[57.1 µM],16%

Further records.
canonical_smiles,TRHR PAM,D2 antagonist,PI4K2A inh,D2 ag,USP1 inh,TrxR1 substrate,TRHR agonist,TrxR1 inh,IDH1 R132H inh
O=[N+]([O-])c1ccc2nc(CCCO)[nH]c2c1,-5,19,-5,-0.2,-9%,1%,-0.2,12%,-1%
COC(=O)N/N=C(\C)c1ccc2ccccc2c1OC(F)F,2,-14,-2,-0.7,-12%,0%,0.4,7%,7%
Cc1ccc(C(=O)c2ccccc2C(=O)OCC(=O)Nc2ccc(SC(F)F)cc2)cc1,-4,3,-1,0.5,-19%,-2%,0.4,9%,3%
Cc1nc(C)c(C(=O)OC(C)C(=O)Nc2ccc(F)cc2)s1 (stereo unspecified),1,-30,-2,0.4,-16%,2%,-0.5,18%,-3%
COc1cc(C(=O)N/C(=C\c2cn(S(=O)(=O)N(C)C)c3ccccc23)C(=O)N2CCCC2)cc(OC)c1OC,-17,1,-3,-0.4,-13%,6%[57.1 µM],0.2,20%[57.1 µM],0%
CS(=O)(=O)N1CCN=C1SCc1ccc([N+](=O)[O-])cc1,-4,12,0,-0.7,4%,3%[57.1 µM],-0.8,-1%[57.1 µM],1%
CC(C)N(C1=N/C(=C\c2ccco2)C(=O)N1c1ccccc1)C(C)C,-2,-5,-2,0.4,-3%,-7%,0.7,-34%,9%
O=[N+]([O-])c1cccc(COc2ccc(CN3CCCCC3)cc2)c1,/,/,7,/,-28%,59%[activator],/,0%,9%
COc1ccc(/C=N/NC(=O)c2[nH]c3ccc(Br)cc3c2-c2ccccc2)cc1,-2,14,1,0.7,-12%,83%[activator][57.1 µM],-0.7,?,-3%
CCc1ccc(NC(=O)C(=O)NCC(c2cccnc2)N2CCc3ccccc3C2)cc1 (stereo unspecified),-3,/,0,4.6,-23%,11%[11.4 µM],-0.2,27%,-19%
COc1cccc(NC(=O)CSc2nnc(CNC(=O)c3ccco3)n2C)c1,-4,-12,4,0.4,-13%,1%[57.1 µM],0.2,4%[57.1 µM],-1%
COc1ccc(N2C(=O)CCC2(C(N)=O)c2ccccc2)cc1 (stereo unspecified),0,-19,/,0.6,/,/,1.3,/,/
O=C(O)c1ccc2c(=O)[nH]c(CCl)nc2c1,33*,9,-7,0.0,0%,11%,0.6,2%[57.1 µM],8%
COc1ccc(-c2nc(SCC(=O)Nc3ccc4c(c3)OCCO4)c(-c3ccc(C)cc3)[nH]2)cc1OC,-2,/,0,/,-24%,-5%,-1.1,6%,-9%
Cc1cccc(NC(=O)c2ccccc2O)c1C,25,-7,-4,1.9,-10%,7%,1.6,9%,6%

4 entries already listed, ordered by count of non-hydrogen atoms, lowest first:
canonical_smiles,TRHR PAM,D2 antagonist,PI4K2A inh,D2 ag,USP1 inh,TrxR1 substrate,TRHR agonist,TrxR1 inh,IDH1 R132H inh
COc1ccc(C(=O)CC(=O)C(=O)Nc2ccccc2Cl)cc1,-6,-3,7,-1.0,-14%,0%,0.0,3%,-6%
O=[N+]([O-])c1cccc(COc2ccc(CN3CCCCC3)cc2)c1,/,/,7,/,-28%,59%[activator],/,0%,9%
OC(COc1ccccc1)CN1CCN(CC(O)COc2ccccc2)CC1 (stereo unspecified),0,30*,2,0.7,-21%,0%,0.0,19%,-1%
CCc1ccc(NC(=O)C(=O)NCC(c2cccnc2)N2CCc3ccccc3C2)cc1 (stereo unspecified),-3,/,0,4.6,-23%,11%[11.4 µM],-0.2,27%,-19%

Next part:
Values run as follows: TRHR PAM	D2 antagonist	PI4K2A inh	D2 ag	USP1 inh	TrxR1 substrate	TRHR agonist	TrxR1 inh	IDH1 R132H inh
COc1cc(OC)cc(-c2cc(NC(C)=O)n[nH]2)c1
→ -3	-11	-6	-0.5	-7%	3%	-0.2	5%[57.1 µM]	0%
CC(C)(C)c1nc(SCC(=O)Nc2nc3c(s2)CCCC3)c2ccccc2n1
→ 5	-22	-1	0.3	18%	3%	1.3	3%	2%
COc1cccc(NC(=O)Cn2nnc(C(=O)NCc3cccs3)c2N)c1
→ 3&-2	-16	-2&3	-0.1&0.2	-17%&-10%	-1%	-0.4&0.2	7%	0%&23%
Cc1nnc(NC(=O)C2C3C=CC(O3)C2C(=O)O)s1 (stereo unspecified)
→ 3	17	/	1.0	/	/	-2.0	/	/
COc1cccc2sc(NC(=O)CS(=O)(=O)c3ccc(C)cc3)nc12
→ 1	/	-1	/	5%	0%[57.1 µM]	0.1	28%[57.1 µM]	-9%
COc1ccc(NC(=O)CN(C)C(=O)c2cccc(S(=O)(=O)Nc3ccc(F)cc3)c2)cc1
→ 4	-5	3	-1.1	-8%	0%	0.7	12%	5%
CCN(CC(=O)NC1CCS(=O)(=O)C1)c1nc(-c2cccnc2)nc2ccccc12 (stereo unspecified)
→ 0	0	-6	0.8	6%	-10%	0.3	-12%	7%
CC(C)(C)OC(=O)N1CCC(c2c(C(=O)N3CCN(c4cccc(Cl)c4)CC3)cnn2-c2cccc(Cl)c2)CC1
→ -12	/	-2	-0.5	-19%	-5%	2.8	3%	9%
O=C(/C=C/C(Cl)(Cl)Cl)Nc1ccc(Cl)cc1
→ /	/	7	/	-13%	0%[11.4 µM]	/	-5%[11.4 µM]	19%
Cn1nnnc1SCC(=O)Nc1cccc(S(=O)(=O)N2CCCC2)c1
→ -6	-15	-2	14	-22%	0%	-0.2	10%	-5%
O=C(O)C1C2C=CC(C2)C1C(=O)N1CCN(CCO)CC1 (stereo unspecified)
→ 6	8	0	1.0	-7%	3%	0.1	-5%	2%
COc1ccc(OC)c(C(=O)c2ccc(C(=O)Nc3cccc4ccccc34)cc2)c1
→ 6	0	2	0.4	-13%	-9%	0.4	1%	6%
c1ccc(Nc2ccc(-n3ccnc3)nn2)cc1
→ -2	/	-1	/	-21%	-4%	-0.5	9%	-1%
CC1CCCN(C(C(=O)Nc2ccc(C(C)C)cc2)c2ccc3c(c2)OCO3)C1 (stereo unspecified)
→ -1	-14	-1	0.7	-16%	-10%	0.4	13%	-9%

Bioassay records from PubChem BioAssay.
